# ERK EGF block: EGF-driven ERK pathway inhibition; HEK293-V1b, EGF-stimulated phospho-ERK AlphaScreen; Potency, µM (series often up to 11.5 µM), for the others: at the highest dose activity change, negative = inhibition, hits mostly inhibitors; 130,000 tested, 0.41% active; AID 1454; active = well fitted inhibition curve with a large enough effect; inconclusive = small, poorly fitted or top-dose-only effect, or effect the other way;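 note: plate controls were stimulated vehicle wells for no effect and unstimulated vehicle basal for full effect; nearly all actives have a fitted effect of over 55% in size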
#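 Cell line HEK293 (stable V1b), low serum overnight. Pretreatment: compound 30 min, 37C. EGF 25 nM, 5 min. Detection: SureFire AlphaScreen, 5 h RT. AC50 via standard Hill equation.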
# * marks the source's active call; other numbers are inactive results; ? = inconclusive; [ ] = dose if it differs, or a comment. Potency is the fitted concentration of half-maximal effect.
mol	ERK EGF block
COc1cc(NC(=S)N2CCN(C(=O)C3CCCO3)CC2)c(OC)cc1Cl (stereo not given)	2%
Cc1ccc(S(=O)(=O)N2CCC(C(=O)C3C(=O)CC(C)(C)CC3=O)CC2)cc1	-1%
CCCn1c(SC(C(=O)Nc2cccc(OC)c2)c2ccccc2)nc2ccccc2c1=O (stereo not given)	10%
COc1cc(OC)cc(N(C(=O)CNC(=O)c2cccs2)C(C(=O)NCC2CCCO2)c2ccc(OC)c(OC)c2)c1 (stereo not given)	-3%
CCC(=O)c1ccc(NC(C)=O)cc1O	13%[57.5 µM]
C#CCSc1nnnn1-c1ccc(OCC)cc1	-6%[57.5 µM]
CSc1nnc(NC(=O)c2ccc(S(=O)(=O)N(C)C)cc2)s1	-9%
O=C(CSc1nc2ccccc2[nH]1)Nc1cccc(S(=O)(=O)N2CCOCC2)c1	-7%[57.5 µM]
CC(c1nccs1)N(C)C(=O)CCc1nnc(-c2ccc(-c3ccccc3)cc2)o1 (stereo not given)	-2%
S=c1[nH]nc(COc2ccccc2)n1/N=C/c1ccco1	?

# Copied from the list:
# For ERK EGF block, O=C(CSc1nc2ccccc2[nH]1)Nc1cccc(S(=O)(=O)N2CCOCC2)c1 is listed with -7%[57.5 µM]
# For ERK EGF block, CC(c1nccs1)N(C)C(=O)CCc1nnc(-c2ccc(-c3ccccc3)cc2)o1 (stereo not given) is listed with -2%
# For ERK EGF block, COc1cc(NC(=S)N2CCN(C(=O)C3CCCO3)CC2)c(OC)cc1Cl (stereo not given) is listed with 2%

# Additional structures follow.
mol	ERK EGF block
COc1ccc(OC)c(NC(=O)c2ccc3c(=O)n(CCc4ccccc4)c(=S)[nH]c3c2)c1	10%
CC(=O)c1ccc(C(=O)N2CCCC(CCC(=O)N(C)CCc3ccccn3)C2)s1 (stereo not given)	-6%
Cn1c(=O)c2c(ncn2CC(=O)Nc2nccs2)n(C)c1=O	-6%[57.5 µM]
Cc1ccc2nc(-c3cccc(Br)c3)cc(C(=O)Nn3cnnc3)c2c1	-4%
Cc1[nH]n(-c2ccccc2)c(=O)c1/C=N/NC(=O)COc1ccccc1[N+](=O)[O-]	9%
Cc1ccc(-c2nc(-c3cccnc3)sc2CC(=O)Nc2ccc(C)c(Cl)c2)cc1	5%
CCCCNc1nc(C)nc2c1nc(-c1ccccc1)n2CCN1CCCCC1	-7%
S=C(Nc1cccc(Cl)c1)Nc1cccc2cnccc12	31%
O=C(NC1CC2CCCC(C1)N2Cc1ccccc1)C1CCCCC1 (stereo not given)	-3%
O=C(COc1cccc(Cl)c1)NNC(=S)Nc1ccccc1	0%
Cc1cccc(/N=C/c2c(C)[nH]n(-c3ccccc3)c2=O)n1	-8%[57.5 µM]
COc1ccc(/C=C/C(=O)Nc2c(C)nn(C)c2C)cc1COc1ccc(Cl)cc1Br	4%
COC(=O)/C(=C/c1ccccc1)NC(=O)c1ccco1	-6%
COc1cc(OC)cc(C(=O)Nc2c(C)nn(-c3ccccc3)c2C)c1	-2%
O=C(NCCOc1ccccc1Cl)C(=O)c1c[nH]c2ccccc12	0%
CC1CCN(C(=O)c2ccc(SCc3ccccc3F)c([N+](=O)[O-])c2)CC1	3%
CN(C/C=C\c1ccccc1)Cc1cccc2ccccc12	4%[25.7 µM]
CCO[C@@H]1OC(C(=O)N2CCOCC2)=C[C@H](c2ccccc2)[C@H]1CCCO	3%[57.5 µM]
COc1cc(CNCCN(C)C)c(Br)cc1OCC(=O)NCc1ccccc1	3%
COc1ccc(CNC(=S)Nc2ccc(OC)cc2)cc1	3%
O=S(=O)(NCc1ccccc1)c1ccc(S(=O)(=O)N(Cc2ccccn2)C2CCCC2)cc1	0%
O=C(NC1(C(F)(F)F)NC(=O)N(c2ccccc2)C1=O)c1cccs1 (stereo not given)	-2%
Cc1ccc(SC[C@H](Cc2ccccc2)N2CCN(CC(C)C)CCC2=O)cc1	0%[57.5 µM]
CN(C)/C=C1\Cc2ccccc2C1=O	-1%[57.5 µM]
CC1=CC2=NC(=O)/C(=C\c3cc(C)n(-c4cccc(Cl)c4)c3C)C(=N)N2O1	7%
CCCCC1NC(C(=O)O)CS1 (stereo not given)	-2%
Cc1cccc(OCc2n[nH]c(=S)n2Cc2ccccc2)c1	-5%
Cc1cc(C)n2cc(CSc3ccc(Br)cc3)nc2n1	-1%
CCOC(=O)C1(CCc2ccccc2)CCN(Cc2nccn2CC)CC1	-6%[57.5 µM]
O=[N+]([O-])c1ccc(-c2csc(Nc3ccccc3)[n+]2Cc2ccccc2)cc1	10%
CCOc1ccc(N(C(=O)c2cc3ccccc3oc2=O)C2C=CS(=O)(=O)C2)cc1 (stereo not given)	4%
O=C1C2C3C=CC(C4CC34)C2C(=O)N1Cc1ccco1 (stereo not given)	9%
Oc1ccc(Cl)cc1C=Nc1ccc2c3c(cccc13)CC2	-3%
COc1ccccc1C(=O)/C=C/c1ccc(N2CCCCC2)c([N+](=O)[O-])c1	16µM*
O=C(c1ccc(C(F)(F)F)cc1)n1ccc(-c2cccs2)n1	10%[57.5 µM]
Cc1nc2ccccn2c1C(=O)OCC#N	-1%
Cn1c(Cn2c(=O)sc3ccccc32)nnc1SCC(=O)NCc1ccc(F)cc1	3%
Cc1ccc(F)c([C@H]2C3C=CCC(c4ccccc4)C3C(=O)N2Cc2ccccc2)c1 (stereo not given in full)	-5%[57.5 µM]
COc1ccccc1NC(=S)N1CC(C)OC(C)C1 (stereo not given)	-8%
C/C=C/c1ccc(OCC(O)CN2CCCCC2CC)c(OC)c1 (stereo not given)	-9%

# Of the compounds above, these have a CF3 group.
mol	ERK EGF block
O=C(NC1(C(F)(F)F)NC(=O)N(c2ccccc2)C1=O)c1cccs1 (stereo not given)	-2%
O=C(c1ccc(C(F)(F)F)cc1)n1ccc(-c2cccs2)n1	10%[57.5 µM]

# (cont.)
mol	ERK EGF block
COC(=O)c1cc(Cl)c(NC(=O)C(C)C)cc1OC	1%
CCOC(=O)c1c(C)nc(C)c(C(=O)OCC)c1-c1ccco1	-22%[57.5 µM]
O=C(N=Nc1c(O)[nH]c2ccc(F)cc12)C1COc2ccccc2O1 (stereo not given)	-4%[57.5 µM]
Cc1ncc(C[n+]2csc(CCOC(=O)CC34CC5CC(CC(C5)C3)C4)c2C)c(N)n1	-5%
Cc1nc2c(-c3ccc(F)cc3)c(C)nn2c(C)c1CCC(=O)Nc1ccccc1F	-12%[57.5 µM]
COc1ccccc1CNC(=O)CSc1ccc(-c2cccs2)nn1	6%
O=C1C(=O)N(O)C2CCCCC2N1O (stereo not given)	-2%
O=C(O)c1cc(-c2ccc(/C=C3\NC(=O)N(c4ccccc4)C3=O)o2)ccc1Cl	5%[57.5 µM]
O=C(CNCCO)Nc1ccc(F)c(Cl)c1	-1%
CCOC(=O)c1c(C)[nH]c(C(=O)N2CCCC(C(=O)c3ccccc3OC)C2)c1C (stereo not given)	-15%[57.5 µM]

# By substructure: those above with a COOH group.
mol	ERK EGF block
CCCCC1NC(C(=O)O)CS1 (stereo not given)	-2%
O=C(O)c1cc(-c2ccc(/C=C3\NC(=O)N(c4ccccc4)C3=O)o2)ccc1Cl	5%[57.5 µM]

# The list goes on.
SMILES,ERK EGF block
COc1cccc(NC(C)(C)c2nnnn2-c2c(C)cccc2C)c1,-7%[57.5 µM]
Cc1ccccc1Nc1nnc(SCC(=O)NC2CCCc3ccccc32)s1 (stereo not given),7%
CS(C)(=O)=O,1%
c1ccc2c(c1)Cc1cc3cc4c(cc3nc1-2)OCO4,?
C=C(C)[C@@H]1CCC2(C(=O)O)CC[C@]3(C)[C@H](CC[C@@H]4[C@@]5(C)CCC(=O)C(C)(C)[C@@H]5CC[C@]43C)[C@@H]12 (stereo not given in full),1%
O=C1/C(=C\c2ccc(O)cc2)SC(=S)N1/N=C/c1ccc(O)cc1,9%[57.5 µM]
NS(=O)(=O)c1ccc(NN=C2CCN(Cc3ccccc3)CC2)c([N+](=O)[O-])c1,?
Cc1cccn2c(CN(C)CC3Cc4ccccc4O3)c(C(=O)N3CCCCC3)nc12 (stereo not given),?
CC(C)(C)c1ccc(C(=O)NCC(=O)OCc2ccc([N+](=O)[O-])cc2)cc1,5%
O=C(O)CN(CCN(CC(=O)O)CC(=O)O)CCN(CC(=O)O)CC(=O)O,4%
CC(C)(C)C(=O)Nc1nc2ccc(S(C)(=O)=O)cc2s1,1%
CC(=O)Nc1ccc(NC(=O)COc2ccccc2C(=O)Nc2cccc(Cl)c2Cl)cc1,1%
N#C/C(=C(/O)c1ccccc1F)c1nc2cc(C(F)(F)F)ccc2s1,0%
O=C(CCCSc1nc2ccccc2[nH]1)NCc1ccccc1,2%
COCCn1c(=O)[nH]c(=O)c2c1nc(-c1cc(Br)c3c(c1)OCO3)n2Cc1ccccc1,?
Cc1ccccc1-n1c([C@@H]2C[C@H]2c2ccccc2)n[nH]c1=S,-8%[57.5 µM]
COC(=O)c1sc2nc(SCc3cccc(Cl)c3)n(N)c(=O)c2c1C,5%
Cc1ccc(Nc2nc(NCC3CCCO3)nc(N)c2[N+](=O)[O-])cc1 (stereo not given),1%
Cc1cc2oc(C(=O)Nc3c(C)n(C)n(-c4ccccc4)c3=O)c(C)c2cc1Cl,-5%
CC1CCc2sc(C(=O)NN)cc2C1 (stereo not given),-6%[57.5 µM]
CCn1cc(C(=O)O)c(=O)c2cc(F)c(N3CCN(C(=S)NC(=O)c4cccc(C)c4)CC3)cc21,2%[57.5 µM]
CC(=O)Nc1ccc(N=Nc2ccc(O)cc2)cc1,5%
O=C(CSc1ccc(-c2ccccc2)nn1)NCc1ccco1,11%
CO/N=C/c1ccc(Oc2ccc([N+](=O)[O-])cc2[N+](=O)[O-])c(OC)c1,10%
COc1cc(C(=O)Nc2cccc(C(C)=O)c2)cc(OC)c1OC,-2%
Cc1cccc(NC(=O)N2CCN(Cc3ccc(Cl)cc3)CC2)c1,-2%
COc1cccc(NC(=O)CSc2nnc(Cn3cnc([N+](=O)[O-])n3)n2C)c1,0%
N#Cc1ncc(Cl)c2ccccc12,24%[57.5 µM]
Cc1ccc(C(=O)O/N=C(\N)c2nonc2N)cc1,-1%
COc1c(Cl)ccc(Cl)c1C(=O)NC(=S)N1CCOCC1,-12%
O=C(CCSc1ccccn1)Nc1ccc(Br)cc1,2%
CCOC(=O)C(C)Sc1nnc2n1C(C)(C)Cc1ccccc1-2 (stereo not given),-6%
COc1ccc(OC)c(CC(NC(C)=O)C(=O)NC2CCN(c3cc(C)nc4ncnn34)CC2)c1 (stereo not given),-5%
CN(C)C(=S)NC(=O)C(c1ccccc1)c1ccccc1,-5%
CCOc1ccc(NC(=O)CC(NCc2ccccn2)C(=O)O)cc1 (stereo not given),-1%[57.5 µM]
CC1(CCc2ccccc2)NC(=O)N(CC(=O)N2CC(=O)Nc3ccccc32)C1=O (stereo not given),2%[57.5 µM]
COc1ccccc1CN1CC[C@@]2(CCCN(S(C)(=O)=O)C2)C1,3%
Cc1nc(NC(=O)CSc2ccc(-c3nc4ccccc4[nH]3)cn2)sc1C,-1%
Oc1csc(Cc2nc(-c3ccc(Br)cc3)cs2)n1,9%
Cc1ccc(NC(=S)Nc2ccc3cn[nH]c3c2)c(C)c1,-5%
Cc1ccc(C(=O)Cn2c3c(sc2=N)CCCC3)cc1,5%
O=C1/C(=N\S(=O)(=O)c2cccs2)C([n+]2cccc(Cc3ccccc3)c2)=C([O-])c2ccccc21,-11%[57.5 µM]
C=CCNC(=O)Nc1ccc(F)c(Cl)c1,-16%
COc1cc(CCC(=O)OCC(N)=O)cc(OC)c1OC,1%
CC(=O)c1c(C)[nH]c(C(=O)CSc2nc3ccccc3c(=O)n2CCCO)c1C,-8%
Clc1nccc2c1ccc1ccccc12,2%
COC(=O)[C@@]1(Cc2ccc(OC)cc2)[C@H]2c3cc(C(=O)N4CCCC4)n(CCc4ccccn4)c3C[C@H]2CN1C(=O)c1ccccc1,-7%
Cc1csc(N(C(=O)CCNC(=O)c2ccc([N+](=O)[O-])cc2)c2ccccc2)n1,8%
O=C(O)c1ccc2c(c1)ncn2C1CCCCCC1,-1%[57.5 µM]
CCNC(=O)[C@H]1O[C@@H](n2cnc3c(N)nc(NCCc4ccc(CCC(=O)O)cc4)nc32)[C@H](O)[C@H]1O,-11%
COc1cc(NC(=S)Nc2ccc(N(C)C(C)=O)cc2)cc(OC)c1,0%
Cc1ccc(S(=O)(=O)NNC(=S)Nc2cccc(C)c2C)cc1,2%[57.5 µM]
Cc1ccc(-n2[nH]c(=O)c(-c3ccccn3)c2C)cc1,2%
C=CCn1c(SCC#N)nc2sc(CC)cc2c1=O,-8%
O=C(NC(c1ccccc1)c1ccccc1)C1CCCC1,-8%
O=C1CCN(C(=S)NCCc2ccccc2)CC1,-5%
Cc1ccc(C(=O)Nc2cccc(C(F)(F)F)c2)cc1NC(=O)c1csc(-c2ccncc2)n1,-2%[57.5 µM]
CC(C)[C@H]1CC[C@@H](C)C[C@H]1O,-12%
COc1ccc(C2Sc3ccccc3N(CCN(C)C)C(=O)C2OC(C)=O)cc1 (stereo not given),15%
O=C(NCc1ccccc1)NCC12CC3CC(CC(C3)C1)C2,0%

# Other results follow.
SMILES,ERK EGF block
Cc1cc(C(=O)NNC(=O)Nc2cccc(C(F)(F)F)c2)no1,-6%
COc1nccnc1NS(=O)(=O)c1ccc(NC(=S)NC(=O)c2ccccc2F)cc1,-6%
O=C(Nc1cccnc1)c1ccc(Cl)cc1[N+](=O)[O-],5%
COC(=O)CCCC1=CC2=CC(=O)C(C)(OC(=O)c3cnc4ccccc4n3)C(=O)C2=CO1 (stereo not given),-10%

# Printed as active in ERK EGF block, of those listed so far:
SMILES,ERK EGF block
COc1ccccc1C(=O)/C=C/c1ccc(N2CCCCC2)c([N+](=O)[O-])c1,16µM*

# These rows are one share of the data; the hit share may differ from the screen's.
